Screening data as filed in PubChem BioAssay.
CCR6 antag: CCR6 receptor antagonists, primary screen, cell-based, CHO-K1, luminescence, beta-arrestin, uHTS. C-C chemokine receptor type 6 (Homo sapiens), P51684. CHO-K1 CCR6 PathHunter beta-arrestin, CCL20-stimulated. inhibition, % at 20 µM. actives 0.49% (n = 340,000). AID 493098, 2011;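 active = compounds whose inhibition of the agonist-driven luminescence signal at 20 µM reaches about 50%, limit read from the data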;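 also: cells stimulated with CCL20 at 14 nM final; plate controls were DMSO with CCL20 for no effect and DMSO without agonist for full effect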
Target sequence (P51684 whole entry, looked up): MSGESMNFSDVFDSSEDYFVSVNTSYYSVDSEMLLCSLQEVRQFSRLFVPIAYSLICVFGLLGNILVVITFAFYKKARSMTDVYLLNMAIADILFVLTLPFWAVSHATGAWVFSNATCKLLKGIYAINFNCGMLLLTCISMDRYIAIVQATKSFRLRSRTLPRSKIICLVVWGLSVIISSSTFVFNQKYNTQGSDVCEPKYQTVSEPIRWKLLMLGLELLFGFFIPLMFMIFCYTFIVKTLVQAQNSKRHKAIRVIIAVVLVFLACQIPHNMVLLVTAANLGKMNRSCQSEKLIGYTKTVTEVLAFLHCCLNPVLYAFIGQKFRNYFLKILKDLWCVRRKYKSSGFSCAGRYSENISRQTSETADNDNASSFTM
MPTP block: mitochondrial permeability transition pore inhibitors, primary screen, biochemical, isolated mouse mitochondria, absorbance; Ca2+ swelling absorbance, 30 min; inhibition, % at 10 µM; actives 1.4% (n = 360,000);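 active = inhibition of 50% or more, scaled per plate between neutral and stimulator controls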;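 also: 0% = DMSO wells given calcium and 100% = 1 mM EGTA wells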
GRIN3A LBD mod: binders of NR3A ligand-binding domain, primary screen, biophysical, differential scanning fluorimetry, uHTS | NR3A LBD differential scanning fluorimetry, Tm shift; 0% = protein alone, 100% = glycine-bound protein | Tm shift relative to glycine control, % at 25 µM | actives 2.5% (n = 340,000) | AID 1259313, 2017;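 active = melting temperature shift of at least 10% of the positive control shift, at one fixed dose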
A3G deaminase: APOBEC3G DNA deaminase inhibitors, primary screen, biochemical, fluorescence, single-stranded DNA substrate, uHTS. actives 0.28% (n = 330,000). recombinant A3G, ssDNA deamination FAM/TAMRA fluorescence. inhibition, % at 20 µM. AID 493012, 2011;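 active = inhibition of at least 40% at 20 µM, with no more than 30% in the related APOBEC3A deaminase screen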;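 also: plate controls were DMSO wells with A3G for no effect and wells lacking A3G enzyme for full effect; some compounds called inactive have numbers as strong as hits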
Target sequence (Q9HC16 whole entry, looked up): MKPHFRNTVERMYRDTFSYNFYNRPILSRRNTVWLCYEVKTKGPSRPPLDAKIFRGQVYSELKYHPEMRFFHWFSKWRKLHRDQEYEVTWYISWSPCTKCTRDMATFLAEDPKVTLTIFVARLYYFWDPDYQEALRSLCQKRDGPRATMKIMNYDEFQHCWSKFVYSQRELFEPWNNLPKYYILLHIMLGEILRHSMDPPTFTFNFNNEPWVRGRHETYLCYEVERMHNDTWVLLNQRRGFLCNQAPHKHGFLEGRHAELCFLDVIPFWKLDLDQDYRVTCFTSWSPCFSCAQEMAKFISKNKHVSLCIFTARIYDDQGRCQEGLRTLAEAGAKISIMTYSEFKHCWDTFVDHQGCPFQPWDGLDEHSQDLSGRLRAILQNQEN
Gli-Sufu block: Gli-Sufu pathway antagonists, primary screen, luciferase luminescence, Sufu-KO-LIGHT cells, uHTS; inhibition, % at 5 µM; Sufu-KO-LIGHT fibroblasts, Gli luciferase reporter luminescence; actives 0.74% (n = 340,000);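 active = inhibition above about 55%, limit read from the data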;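 also: 0% = DMSO-treated cells and 100% = wells with medium but no cells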
A3A deaminase: APOBEC3A ssDNA deaminase inhibitors, primary screen, selectivity assay for APOBEC3G inhibitor project, biochemical, FAM/TAMRA oligo cleavage fluorescence | DNA dC->dU-editing enzyme APOBEC-3A (Homo sapiens), P31941 | recombinant A3A, FAM/TAMRA ssDNA deamination fluorescence | inhibition, % at 20 µM | actives 0.41% (n = 330,000);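 active = at least 40% inhibition at 20 µM here, with at most 30% in a related deaminase screen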;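 also: plate controls were A3A with DMSO for no effect and wells lacking A3A enzyme for full effect; some results filed as inactive read as strong as hits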
Target sequence (P31941 whole entry, looked up): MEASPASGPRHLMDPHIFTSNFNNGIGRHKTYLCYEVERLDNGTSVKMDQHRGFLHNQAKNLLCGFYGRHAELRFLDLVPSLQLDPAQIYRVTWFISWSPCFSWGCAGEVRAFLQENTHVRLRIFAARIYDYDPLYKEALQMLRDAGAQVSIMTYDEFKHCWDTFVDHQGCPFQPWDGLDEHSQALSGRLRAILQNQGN
CXCR6 inh: CXCR6 receptor inhibitors, primary screen, cell-based, beta-arrestin, luminescence, CHO-K1 PathHunter, 1536-well. AID 602244, 2012. actives 0.36% (n = 360,000). C-X-C chemokine receptor type 6 (Homo sapiens), O00574. inhibition, % at 20 µM; in the data active = inhibition above about 34%, passing the limit was not always enough;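 also: antagonist mode with CXCL16 agonist at 10 nM final; 0% = 10 nM CXCL16 with DMSO and 100% = unstimulated wells without agonist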
EBI2 antag: EBI2 receptor antagonists, beta-arrestin recruitment, primary screen, cell-based, luminescence, 7a,25-OHC stimulation, uHTS. 7a,25-OHC stimulated. actives 0.81% (n = 360,000). inhibition, % at 5 µM; in the data active = inhibition above about 38%;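 also: enzyme fragment complementation signal reports receptor beta-arrestin coupling in cells; 0% = agonist plus DMSO wells and 100% = wells without agonist; some results beyond the cut were filed as inactive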
* = called active by the depositor; · = no result given.

SMILES	CCR6 antag	MPTP block	GRIN3A LBD mod	A3G deaminase	Gli-Sufu block	A3A deaminase	CXCR6 inh	EBI2 antag
CCCCN(CCCC)CCCNC(=O)Cn1cc2c(n1)-c1c(oc(C(=O)N3CCCC3)c1C)CC2	21	-0.4	-1	2	25	-2	7	-14
COc1ccc(N2CCN(C(=O)c3cccnc3SCc3cccc(Br)c3)CC2)cc1	17	0.0	1	-7	6	0	-1	11
Cc1ccc(-c2nn3c(C)nnc3c3ccccc23)cc1S(=O)(=O)NC(C)c1ccccc1 (stereo not given)	26	0.1	-4	1	-11	0	11	19
O=C(O)CC(NC(=O)C1CCCCC1)c1ccc(OC2CCCC2)cc1 (stereo not given)	6	0.6	-1	-2	2	-1	2	-7
COc1ccc(N(CC(=O)NCCSCc2ccco2)S(=O)(=O)c2ccc(C)cc2)cc1	13	0.1	0	-3	6	3	2	28
CCCc1[nH]nc2c1C(c1cccnc1)C(C#N)=C(N)O2 (stereo not given)	32	-2.4	0	-3	21	-2	-2	-5
O=C(COc1ccccc1O)NNc1ccccc1	10	1.0	-1	-4	-5	-2	-10	-2
O=c1c2ccccc2c(C=Nc2ccc(Cl)cn2)c(O)n1-c1cc(Cl)ccc1N1CCOCC1	-9	-6.3	0	-7	25	-19	7	0
COc1ccccc1N1CCN(C(CNC(=O)C2CCCCC2)c2cccnc2)CC1 (stereo not given)	8	-0.2	-2	-10	2	-5	2	0
CCc1c(C)nc(N2CCN(c3ccc(OC)cc3)CC2)[nH]c1=O	-4	-0.1	-1	-7	7	-7	0	-3

Given in CSV form: part of the list above.
Structure,CCR6 antag,MPTP block,GRIN3A LBD mod,A3G deaminase,Gli-Sufu block,A3A deaminase,CXCR6 inh,EBI2 antag
Cc1ccc(-c2nn3c(C)nnc3c3ccccc23)cc1S(=O)(=O)NC(C)c1ccccc1 (stereo not given),26,0.1,-4,1,-11,0,11,19
COc1ccccc1N1CCN(C(CNC(=O)C2CCCCC2)c2cccnc2)CC1 (stereo not given),8,-0.2,-2,-10,2,-5,2,0
CCCc1[nH]nc2c1C(c1cccnc1)C(C#N)=C(N)O2 (stereo not given),32,-2.4,0,-3,21,-2,-2,-5

Next section
SMILES	CCR6 antag	MPTP block	GRIN3A LBD mod	A3G deaminase	Gli-Sufu block	A3A deaminase	CXCR6 inh	EBI2 antag
COc1ccccc1Oc1ccc(NC(=O)c2ccccc2)cc1	14	0.9	-1	1	19	0	-8	3
COc1ccc(N(C)S(=O)(=O)c2cccc(C(=O)N3CCN(S(=O)(=O)c4ccc(C)cc4)CC3)c2)cc1	4	-0.5	0	-1	24	1	2	12
COc1ccc(-c2cn(-c3ccc(C)cc3)c(=O)n2CC(=O)Nc2ccc(OC)cc2OC)cc1	4	-3.0	-6	-2	·	1	-11	9
CCOC(=O)CSc1nnc(CNC(=O)c2cc(OC)c(OC)c(OC)c2)n1C	3	-0.9	0	-4	-20	-1	-5	-6
O=C(CN1C(=O)C(=O)N(Cc2ccco2)C1=O)Nc1ccccc1	1	-1.2	1	-2	9	15	1	-2
O=C(NN1C(=O)C2C3C=CC([C@H]4CC34)[C@@H]2C1=O)c1ccc(Br)cc1 (stereo not given in full)	6	2.6	1	1	8	5	0	3
Cc1cc(N2CCOCC2)ccc1/C=C1\NC(=O)N(CC(=O)Nc2ccc(F)cc2)C1=O	7	0.5	0	0	-60	3	1	-5
C#CCNC(=O)C1=C[C@H](C2CCCCC2)C[C@H](OCc2ccc(CO)cc2)O1	5	-1.7	-6	-7	-15	-3	-6	11
COCCCNCCCCOc1ccc(Br)cc1C	8	63*	-5	-2	7	3	2	-4
Cc1ccc(NC(=O)CS(=O)CC(=O)NC2CCN(Cc3ccccc3)CC2)c(C)c1 (stereo not given)	-3	0.6	-3	-6	-2	-2	-4	-3
COc1ccccc1CN1C[C@@H]2C[C@@H](c3ccc(C)cc3)N3CCC[C@@]23C1=O	13	-3.1	-3	-1	38	0	8	3
Oc1ccc(/C=N/N2CCCCC2)cc1O	-1	0.2	3	1	6	0	-6	0
COc1ccc(CNC(=O)CCn2c(C)csc2=O)cc1	4	-1.5	-1	-9	0	-4	4	4
COc1cc(NC(=O)c2cccc(F)c2)ccc1NC(=O)c1cc2ccccc2o1	-5	0.9	36*	-6	30	-2	4	0
CCOC(=O)c1c(C2COc3ccccc3O2)csc1N (stereo not given)	11	0.7	-12	-10	55	-10	-2	7
O=c1[nH]c(=O)n(Cc2ccco2)c2c1C(C(F)(F)F)(C(F)(F)F)N=C(c1ccco1)N2	6	1.8	1	-1	13	1	6	2
CCN(CC)S(=O)(=O)c1ccc(N2CCOCC2)c(NC(=O)C2CCCC2)c1	-3	-0.6	0	-3	-2	0	-10	-7
CCOC(=O)C1=CN(CC)S(=O)(=O)NC1CCc1ccccc1 (stereo not given)	28	1.7	2	-1	39	3	1	-4
CCOC(=O)C(Cc1ccc(O)c([N+](=O)[O-])c1)N1C(=O)c2ccccc2C1=O (stereo not given)	26	-1.5	-1	·	0	·	20	-5
COc1ccc(C2=Nc3ccccc3OC2)cc1	-4	2.7	-7	-1	-19	0	3	-9
N#Cc1ccc(CSc2nnc(-c3cccc(S(=O)(=O)N4CCCCC4)c3)o2)cc1	-8	-1.1	-25	-4	10	0	0	2
COc1cccc(-n2nc(C(=O)N3CC(C)CC(C)C3)c3ccccc3c2=O)c1 (stereo not given)	6	0.2	-2	-3	0	2	2	-1
CCOC(=O)[C@H]1[C@H]2COc3ccccc3[C@@H]2N2C(=O)c3c(C)cc(C)cc3NC(=O)[C@@]12C	-5	-0.3	-3	-16	3	-3	1	3
Cc1cc(=O)n2nc(N3CCC(C(=O)NCc4ccccc4)CC3)sc2n1	16	-0.9	-2	-2	-5	-4	1	-18
COc1ccc(-n2c(SC3CCOC3=O)nc3ccccc32)cc1 (stereo not given)	17	5.0	1	-6	3	5	3	-7
CCOC(=O)N1CCN(S(=O)(=O)c2ccc(C(=O)Nc3nnc(CC)o3)cc2)CC1	9	0.7	-2	-3	2	-3	5	-9
O=C(/C=C1\NC2(CCCC2)Cc2ccccc21)C(=O)N/N=C/c1ccc(O)c(O)c1	44	-4.8	-3	-4	17	2	27	13
COC(=O)c1cn(-c2ccccc2)nc1C(=O)OC	-9	-0.1	-2	3	-1	4	-6	6
Cn1c(SCC(=O)NCc2ccccc2)nnc1-c1ccc(NC(=O)CCc2ccccc2)cc1	15	2.1	-4	14	23	58*	-1	0
O=C(Nc1nccs1)c1ccc(COc2ccccc2Br)o1	1	0.0	-2	-3	-25	1	-1	2
O=C(Cc1ccc(F)cc1)N1CCC2(CC1)NCCc1[nH]cnc12	16	0.0	-1	-5	13	-3	0	0
CCCCN(CCCC)CCn1cnc2c([nH]c3ccc(OC)cc32)c1=O	5	1.2	4	-1	12	4	0	6
CN(C(=O)COC(=O)c1ccccc1SCC(=O)N1CCCC1)C1(C#N)CCCCC1	2	-1.5	1	-7	-4	-3	6	2
O=C1CSC(=S)N1N=Cc1ccc(Cl)s1	47	3.0	-5	·	1	·	23	-21
O=C(Nc1cccc(Cl)c1)Nc1sccc1-c1nc2ccccc2s1	-10	78*	29*	-1	-8	6	-19	-4
CCn1nc(C)c(NC(=O)Nc2cccc(Cl)c2Cl)c1C	5	-0.3	2	-2	-3	-5	-2	-10
O=C(Cn1cnc(S(=O)(=O)N2CCCCC2)c1)NCc1ccco1	-9	-1.1	1	-2	-2	1	-1	-3
CC(=O)c1cc(C)c(OC(=O)c2ccccc2)c(C)c1	13	-0.2	-1	·	-36	·	6	-2
Cc1ccccc1NS(=O)(=O)c1ccc2c(c1)NC(=O)CCS2	2	-0.4	2	-8	-7	-4	-1	3
Cc1cccc(NC(=O)CSc2nnnn2C2CCCC2)c1	15	0.8	3	-1	10	-2	-3	-3
CCn1c(=O)c(C(=O)Nc2ccccc2S(N)(=O)=O)c(O)c2ccccc21	-3	-2.2	-12	-8	-18	-5	-8	-8
Cc1ccc(NC2=C(Cl)C(=O)OC2OC(=O)c2ccc(C)cc2)cc1 (stereo not given)	10	-0.5	-1	-8	-4	-4	-4	-6
CC(C)NC(=O)N(C)C[C@H]1Oc2ccc(NC(=O)Nc3ccccc3)cc2C(=O)N([C@H](C)CO)C[C@@H]1C	-1	-1.8	-2	-2	-17	1	-5	0
COc1cccc(C2NC(CCSC)(C(=O)O)C3C(=O)N(C(C)C)C(=O)C23)c1O (stereo not given)	3	-1.7	1	-2	-5	-3	-8	-5
COc1ccc(Cl)cc1C(=O)Nc1nnn(C)n1	3	0.3	1	-6	-3	-1	0	-4
Cc1ccc(Nc2nc(CSc3nnnn3C)cs2)cc1	5	1.6	0	-6	-55	-6	12	-4
Cc1cc(C)cc(-n2c(N)c(C(=O)Nc3c(C)n(C)n(-c4ccccc4)c3=O)c3nc4ccccc4nc32)c1	-14	-0.6	-7	-8	29	-5	0	3
O=C(Nc1nccs1)c1ccc(S(=O)(=O)N2CCCCC2)cc1	9	-0.8	0	-12	-7	-5	8	3
CC(C)(C)N1C(=O)[C@H]2[C@@H](c3ccc(Br)cc3)N3C(=O)N(c4cccc(F)c4)C(=O)[C@@]3(C)[C@H]2C1=O	0	-3.0	-12	-8	-4	-2	-4	-4
CCn1nnnc1SCC(=O)Nc1ccc2c(c1)OCO2	-4	-0.3	0	1	-11	2	-18	-15
Next section:
SMILES	CCR6 antag	MPTP block	GRIN3A LBD mod	A3G deaminase	Gli-Sufu block	A3A deaminase	CXCR6 inh	EBI2 antag
Cc1ccc(S(=O)(=O)NNC(=O)Cc2cccn2C)cc1	-3	-0.9	-1	-5	-10	0	-6	-4
O=C(NC(=S)Nc1ccc(-c2nc3ncccc3o2)cc1)c1ccccc1F	42	0.2	-4	1	-4	-2	22	-30
O=C(c1ccc(F)cc1)N1CCN(C(=O)c2ccc([N+](=O)[O-])cc2)CC1	20	0.4	-2	0	0	2	-7	14
Cc1onc(-c2ccccc2)c1C(=O)N1CCN(c2ccccc2)CC1	6	-0.2	-2	-10	2	-5	12	4
CCC(O)(Cc1ccccn1)Cc1ccccn1	-3	-2.2	0	·	-3	·	-1	-17
CCOc1cc(-c2nc(-c3ccc(C)nc3OC)no2)cc(OCC)c1OCC	1	1.9	0	·	-15	·	-3	18
CC(C)C[C@H]1CN=C(N(C)C)N1CC1CCCC1	12	-0.5	1	-5	47	-2	4	2
O=C(CN1C(=O)S/C(=C\c2ccccc2)C1=O)NCCCn1ccnc1	4	-1.0	-4	-2	-5	-1	-12	1
C=CCn1c(SCCOC)nc2c1c(=O)[nH]c(=O)n2C	-1	-0.3	-1	3	0	-5	-3	-7
O=C(Nc1ccc(Cl)cc1)Nc1cc([N+](=O)[O-])ccc1F	5	93*	3	-2	-10	1	-17	-12
Cn1cnnc1SCC(=O)Nc1ccc(F)cc1	1	-0.2	-1	7	3	2	-7	3
O=C(CN1C(=O)c2ccccc2C1=O)Nc1cccc([N+](=O)[O-])c1	16	1.3	-1	-11	-7	-3	5	-5
COc1ccccc1NC(=O)Nc1ccnn1C1CCN(C(=O)c2ccccn2)CC1	-10	-1.5	1	-10	4	-6	3	-13
O=C(Oc1ccc(N(Cc2cccs2)C2=NS(=O)(=O)c3ccccc32)cc1)c1ccccc1	7	8.3	-2	-4	2	1	-1	9
C=CCn1c(SCC(=O)NC)nc2sc3c(c2c1=O)CCC3	5	-1.8	1	2	-10	5	4	1
c1ccc(CN2CCN(c3nc(NCc4ccco4)c4ccccc4n3)CC2)cc1	18	5.7	-4	2	37	1	12	23
CCOc1ncccc1C(=O)N=c1sccn1C	9	-2.2	0	1	-2	1	-1	-15
